TRPML3 ag = human TRPML3 channel agonists, primary screen, cell-based, HEK293 TRPML3-YFP, Fluo-8 calcium fluorescence, 3 µM; AID 1448, 2008; 100% = the carbachol control signal; hit rate 0.29% among 220,000; activation, % at 3 µM; Mucolipin-3 (Homo sapiens), Q8TDD5;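 active = activation above its plate's cutoff, the mean activation of the plate's test wells plus 3 SD, cut at about 12% in these data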;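 also: 0% = DMSO only wells and 100% = carbachol wells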
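Test system: HEK293 cells stably carrying human TRPML3-YFP; Doses: single dose, 3 µM final nominal compound, 0.3% DMSO final; Schedule: dye loading 1 h 37 °C then 30 min ambient, 125 s read; Technique: Fluo-8 calcium fluorescence; Benchmarks: high control carbachol 87 µM, low control DMSO.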
Cl transport mod = KCC2 cotransporter modulators, thallium flux, primary screen, cell-based, HEK293 KCC2, FluoZin-2 fluorescence, MLSMR; Solute carrier family 12 member 5 (Homo sapiens), Q9H2X9; KCC2 cells, thallium flux FluoZin-2 fluorescence; B-score of Tl+ flux slope (higher = more flux/activation; lower = inhibition) at 10 µM; hit rate 2.2% among 190,000; AID 1456, 2008;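 active = thallium flux slope and its plate-corrected score both differing from the plate sample mean at a set confidence after two filtering rounds, in either direction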;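 also: slope of fluorescence scaled to starting intensity during 10 to 20 s after thallium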
EBV gp42 block = Epstein-Barr virus gp42 inhibitors, primary screen, biochemical, uHTS, fluorescence polarization. Glycoprotein 42 (Epstein-Barr virus (strain AG876)), Q1HVG2. hit rate 0.42% among 220,000. Fluorescence polarization binding assay, mP read-out. inhibition, % (tested at 21.74 µM); in the data active = inhibition above about 50%
Target sequence (Q1HVG2 whole entry, looked up): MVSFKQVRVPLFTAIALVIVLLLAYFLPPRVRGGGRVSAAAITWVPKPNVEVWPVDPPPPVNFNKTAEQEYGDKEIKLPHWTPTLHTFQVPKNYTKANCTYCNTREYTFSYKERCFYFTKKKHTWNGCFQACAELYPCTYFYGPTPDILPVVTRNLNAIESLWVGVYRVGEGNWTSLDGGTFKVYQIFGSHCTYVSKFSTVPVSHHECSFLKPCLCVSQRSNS
TRPN1 ag = zebrafish TRPN1 channel agonists, primary screen, cell-based, HEK293, calcium fluorescence; hit rate 0.18% among 220,000; AID 1424, 2008; activation, % at 3 µM; HEK293 zebrafish TRPN1-YFP, Fluo-8 calcium fluorescence; 100% = response to 87 µM carbachol;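 active = activation above its plate's cutoff, the mean activation of test wells on that plate plus 3 SD, cut at about 19% in these data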;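 also: 0% = DMSO alone and 100% = 87 µM carbachol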
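Material: zebrafish TRPN1-YFP in HEK293 cells; Doses: single test compound dose, 3 µM nominal, 0.3% DMSO; Timing: dye loading 1 h at 37 °C, then 30 min room temperature; Technique: intracellular calcium fluorescence with Fluo-8; Benchmarks: high carbachol 87 µM, low DMSO alone.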
Calpain2 inh = inhibitors of pig calpain II, primary screen, biochemical, fluorogenic peptide substrate, 1536-well. inhibition, % at 16 µM. hit rate 0.37% among 220,000. purified calpain II, 30 min;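 active = inhibition above about 50%, limit read from the data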
Furin inhibitor = human furin inhibitors, primary screen, biochemical, fluorescence intensity; hit rate 0.061% among 220,000; P09958; purified furin, fluorogenic substrate cleavage; AID 463115, 2010; inhibition, % at 30 µM; in the data active = inhibition above about 25%; also: inactives centre near -15
Target sequence (P09958 108-714 limits assumed): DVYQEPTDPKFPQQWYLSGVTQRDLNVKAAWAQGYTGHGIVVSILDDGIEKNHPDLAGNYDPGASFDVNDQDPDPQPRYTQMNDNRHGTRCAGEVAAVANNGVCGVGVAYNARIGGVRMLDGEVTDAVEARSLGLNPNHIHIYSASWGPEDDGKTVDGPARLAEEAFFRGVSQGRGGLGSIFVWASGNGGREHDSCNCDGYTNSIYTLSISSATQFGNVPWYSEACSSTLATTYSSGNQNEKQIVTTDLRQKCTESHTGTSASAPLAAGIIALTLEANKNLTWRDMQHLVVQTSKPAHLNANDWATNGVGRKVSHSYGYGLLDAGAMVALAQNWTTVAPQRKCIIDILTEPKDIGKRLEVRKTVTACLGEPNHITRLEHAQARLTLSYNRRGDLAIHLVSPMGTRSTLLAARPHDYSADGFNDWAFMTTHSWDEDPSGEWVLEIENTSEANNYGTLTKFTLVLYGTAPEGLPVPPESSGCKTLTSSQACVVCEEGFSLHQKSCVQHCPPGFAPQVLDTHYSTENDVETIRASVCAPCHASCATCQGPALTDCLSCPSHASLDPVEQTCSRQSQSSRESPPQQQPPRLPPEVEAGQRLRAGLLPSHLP
PPC-1+TRAIL kill = compounds killing PPC-1 cancer cells with TRAIL present, primary screen, TRAIL potentiator project, ATPLite luminescence, uHTS | hit rate 0.41% among 220,000 | PPC-1 cells + TRAIL, ATPLite viability luminescence | cell killing (% activity), % at 4 µM;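 active = cell killing above 50% in the first pass at 4 µM, then a duplicate retest at 5 µM averaging 50% or more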;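 also: plate controls were cells with TRAIL plus DMSO for no effect and medium-only wells lacking cells for full effect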
TbHK1 inh = Trypanosoma brucei hexokinase 1 inhibitors, primary screen, biochemical, G6PDH-coupled NADH absorbance, MLSCN library; recombinant TbHK1, G6PDH-coupled NADH A340; inhibition, % at 10 µM; hit rate 0.11% among 220,000; AID 1430, 2008;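 active = inhibition of 50% or more in the single-dose primary screen; inactive = inhibition below 50%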
thrombin 1536 = human alpha-thrombin inhibitors, primary screen, counter-screen for coagulation protease inhibitor project, biochemical, 1536-well, fluorogenic AMC substrate; Boc-VPR-AMC fluorogenic substrate cleavage; inhibition, % at 5 µM; hit rate 0.26% among 220,000; Prothrombin (Homo sapiens), P00734; AID 1046, 2008;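 active = inhibition at or above 40%; inactive = inhibition below 40%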;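 also: 0% = enzyme with no compound and 100% = wells without enzyme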
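Material: human alpha-thrombin enzyme / Medium: pH 7.5 Tris (50 mM) with NaCl 150 mM, Tween 20 0.05% / Compound: single-point dosing at 5 µM, 0.2% DMSO / Incubation: enzyme reaction carried out at room temperature / Detection: AMC fluorescence, 355/460 nm / Read-out basis: percent inhibition scaled between no-compound controls and no-enzyme blanks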
An asterisk follows results filed as active; · = no result given; [ ] = dose if it differs, or a comment.

Preview:
SMILES	TRPML3 ag	Cl transport mod	EBV gp42 block	TRPN1 ag	Calpain2 inh	Furin inhibitor	PPC-1+TRAIL kill	TbHK1 inh	thrombin 1536
CCCC(CCC)C(=O)NNc1cc(=O)c2c(=O)n(C)c(=O)n(C)c2[nH]1	0.1	0.044	-23	2.0	-6	-19[20 µM]	2	-4	-9
Cc1[nH]c2ccc(-c3n[nH]c(=S)n3-c3ccccc3)cc2c1C	0.0	-1.4	12	0.4	-6	-18	11	-4	-9
CCOc1cc(C2NC(=O)NC(C)=C2C(C)=O)cc(Cl)c1OCC(=O)O (centres undefined)	1.0	0.5	-16	0.4	-12	-3[20 µM]	2	-6	-9
C=CCn1c(SCC(=O)c2ccc(Br)cc2)nnc1C(C)NC(=O)Cc1ccc(OC)cc1 (centres undefined)	0.0	0.037	-5	-0.7	14	-18[20 µM]	-1	20	23
Cc1ccc2nc(N/N=C/c3ccccc3C#N)nc(-c3ccccc3)c2c1	-1.3	·	-10	-1.0	-56	-8[20 µM]	16	-7	-3

This part in full (from the top)
SMILES	TRPML3 ag	Cl transport mod	EBV gp42 block	TRPN1 ag	Calpain2 inh	Furin inhibitor	PPC-1+TRAIL kill	TbHK1 inh	thrombin 1536
CCCC(CCC)C(=O)NNc1cc(=O)c2c(=O)n(C)c(=O)n(C)c2[nH]1	0.1	0.044	-23	2.0	-6	-19[20 µM]	2	-4	-9
Cc1[nH]c2ccc(-c3n[nH]c(=S)n3-c3ccccc3)cc2c1C	0.0	-1.4	12	0.4	-6	-18	11	-4	-9
CCOc1cc(C2NC(=O)NC(C)=C2C(C)=O)cc(Cl)c1OCC(=O)O (centres undefined)	1.0	0.5	-16	0.4	-12	-3[20 µM]	2	-6	-9
C=CCn1c(SCC(=O)c2ccc(Br)cc2)nnc1C(C)NC(=O)Cc1ccc(OC)cc1 (centres undefined)	0.0	0.037	-5	-0.7	14	-18[20 µM]	-1	20	23
Cc1ccc2nc(N/N=C/c3ccccc3C#N)nc(-c3ccccc3)c2c1	-1.3	·	-10	-1.0	-56	-8[20 µM]	16	-7	-3
O=C(CCN1C(=O)c2ccccc2C1=O)Nc1ccc(F)cc1F	0.5	-0.031	-10	-0.3	42	-27	10	-7	0
COc1ccc(C2CC(c3cccs3)=NN2C(=O)CN2CCCCC2)cc1 (centres undefined)	0.8	-0.029	-3	0.3	-9	0	-8	-10	6
CC(=O)c1cccc(CN2CCCC(CCC(=O)NCc3ccc(F)c(F)c3)C2)c1 (centres undefined)	-0.2	·	-19	0.8	3	-19	5	-1	-6
Cc1ccccc1C(OCCN(C(C)C)C(C)C)c1ccccc1 (centres undefined)	0.6	-0.071	-11	1.2	-7	-25	14	13	-3
COCCn1c(CN(C)Cc2ccccc2)nc2c1c(=O)n(C)c(=O)n2C	0.8	0.27	-4	1.1	-1	-30	11	-3	-4
C/C(=N\NC(=O)c1ccc(CSc2cccc3cccnc23)cc1)C1CCCCC1	0.5	-0.74	-14	2.0	-178	-17	17	-1	-3
O=C(NC(=S)Nc1nc2ccccc2s1)c1ccco1	0.3	37*	-8	0.1	-4	-27	11	-5	-4
COc1ccc(C(=O)c2ccc(Cl)cc2Cl)cc1	-1.0	·	-11	-1.8	-1	-20[20 µM]	5	0	3
CC(=O)Nc1ccc(NC(=O)C(C)N2CCN(S(=O)(=O)c3ccc(C)cc3)CC2)cc1 (centres undefined)	0.8	0.03	-17	-0.1	-16	-21	7	1	-3
Cn1c(CSCc2ccc(F)cc2)nnc1SCC(=O)Nc1cccc(C(=O)O)c1	0.7	0.12	-19	1.8	-34	-22	3	-3	-1
COc1ccc(CC(=O)NNC(=O)c2cccnc2)cc1OC	1.1	-1.2	-8	1.3	-20	-26	16	-3	-9
CCOC(=O)CSc1nc(C)c2ccccc2n1	0.5	-0.098	-14	-2.6	-8	8[20 µM]	2	32	-1
O=C1/C(=C/c2cccc(Br)c2)SC(=S)N1/N=C/c1cc([N+](=O)[O-])ccc1O	1.7	0.16	-1	4.6	38	-1	20	-5	2
COc1cc(Cn2ccnc2)c(OC)cc1Cn1ccnc1	0.6	-0.22	0	1.4	23	-22	1	0	-1
COCCNC(=S)Nc1ccc([N+](=O)[O-])cc1C	1.2	0.87	-2	0.2	3	-15	14	-9	2
CCc1n[nH]c2c1/C(=N\O)CC(C)(C)C2	0.9	1.1	-6	0.7	5	-25	8	4	1
CCOC(=O)c1c(N)sc(C(C)=O)c1C	-0.1	1.6	6	1.8	27	-2[20 µM]	-1	-36	-2
COc1ccc(-n2ncc3c(N4CCCCC4)ncnc32)cc1	-0.1	-0.49	-64	2.4	-8	-26	·	-6	0
COC(=O)c1sc(-c2ccccc2)cc1NC(=O)c1ccccc1	0.7	-0.78	-15	-0.1	-14	-10	10	-10	-9
Cn1c(CNC(=O)c2ccc(Cl)c(Cl)c2)nnc1SCC(=O)Nc1sc2c(c1C#N)CCCC2	0.6	·	-3	1.3	7	-14[20 µM]	38	9	-2
CCOC(=O)c1ccc(S(=O)(=O)Nc2ccc3cn[nH]c3c2)cc1	3.8	-0.13	-32	5.8	-12	-13[20 µM]	3	3	2
COc1ccc(CCNC(=O)CCC2COc3ccccc3O2)cc1OC (centres undefined)	-0.9	-0.081	3	1.3	14	2[20 µM]	-36	2	3
NC(=O)c1cnn2c(C(F)(F)F)cc(-c3ccccc3)nc12	1.0	-0.69	-15	-0.6	-402	-4[20 µM]	6	-2	3
C/C(=N/OC(=O)c1ccc(C)cc1)c1cccs1	-0.6	·	-15	-3.3	-16	-5[20 µM]	1	-4	-2
O=c1[nH]n2c(=O)c3c([nH]c2c1N=Nc1cccc(Cl)c1)CCCC3	-0.3	-1.8	-6	-0.6	-26	8[20 µM]	18	4	2
CCCC(=O)Nc1nc2c(C)c(Cl)ccc2s1	1.9	-0.9	1	4.8	5	-21	-29	10	-12
CCOC(=O)c1c(C)[nH]c(C(=O)COC(=O)c2ccccc2NC(=O)c2ccco2)c1C	0.5	·	-27	1.0	-64	-18	6	-9	1
C/C(=N\N1CCN(c2ccc(Cl)cc2)CC1)c1cccs1	0.4	1.2	8	-0.9	16	-7	16	-10	-13
Cc1cccc2[nH]c(-c3ccc(NC(=O)c4ccco4)cc3)nc12	0.3	·	-4	1.5	-21	-18	15	-23	1
S=C1NCCOCCOCCOCCNC(=S)NCCOCCOCCOCCN1	0.0	·	2	0.3	9	-13[20 µM]	13	-1	-3
CCOC(=O)C1(Cc2cccc(Cl)c2)CCCN(C(=O)CCOC)C1 (centres undefined)	0.6	-0.44	-12	-0.1	6	-30	13	2	-2
COc1ccc(-n2c3c(cc(C#N)c2=O)C(=O)CCC3)cc1	0.5	-1.4	-10	0.8	7	-17	4	-26	-3
COc1ccc(C)cc1S(=O)(=O)N(C)CC(=O)NC1CCCCC1	-0.2	1.3	-5	-0.9	-3	17[20 µM]	25	-4	-11
Clc1ccccc1C(c1nnnn1Cc1ccco1)N1CCN(Cc2ccco2)CC1 (centres undefined)	0.6	·	-19	0.2	-7	-6	-4	-4	5
Cc1ccc(CN2CCN(/N=C/c3cc([N+](=O)[O-])ccc3Cl)CC2)cc1	0.7	-0.093	-5	-0.7	19	-10[20 µM]	6	5	-6
O=C(c1ccccn1)N(c1ccccc1)C1(C(=O)NC2CCCCC2)CCCCC1	0.2	0.11	-4	-1.3	-7	-19	3	-5	-6
CCN(CCn1cccn1)C(=O)CC1C(=O)NCCN1Cc1cc(OC)cc(OC)c1 (centres undefined)	0.7	0.34	0	0.6	-9	-25	-1	4	-2
O=C(CN1CCN(c2ccccc2O)CC1)Nc1ccc2c(c1)CCC2	0.0	-0.23	9	-0.6	-8	-16	-8	1	-18
CC(=O)c1cnc2cc(-c3ccc(C)cc3)nn2c1C	-0.2	0.93	-8	2.2	-60	2[20 µM]	21	1	4
O=C(c1ccc([N+](=O)[O-])c(CS(=O)(=O)c2ccc(Cl)cc2)c1)N1CCCCC1	0.9	0.0073	-23	1.3	5	-21	24	-2	-1
CCOC(=O)C1CCN(C(=O)CNC(=O)OC(C)(C)C)CC1	1.0	0.33	-18	0.1	-19	-16	-13	-1	3
Cc1nc(C)n(CC(=O)c2ccc(Cl)cc2Cl)n1	0.8	-0.84	-19	-0.1	-4	-22	0	-3	-8
Cc1cccc(N(C(=O)CNC(=O)c2ccco2)C(C(=O)NC2CCCC2)c2cccnc2)c1 (centres undefined)	0.9	-1.2	-14	0.2	0	-22	11	2	4
COc1ccc(-c2ccnc3nc(N4CCN(c5ccccc5)CC4)nn23)cc1	-0.2	·	10	0.3	-20	-14[20 µM]	7	-15	1
Cc1c(OCC(=O)N(C)C)ccc2c3c(c(=O)oc12)CCCCC3	0.5	-0.63	-12	1.1	-271	-64	28	-20	-6
CCOc1ccccc1NC(=O)CN1C(=O)COc2ccc(Cl)cc21	0.4	0.82	-5	-0.1	12	-2	23	0	29
Cc1ccccc1-n1c(C)nnc1SCc1nc2ccccc2s1	0.3	-0.89	-15	-0.5	-50	-8	-7	-2	4
O=C(NN=C1CCCCCC1)c1ccc2c(c1)OCO2	0.4	0.47	-15	-0.6	-4	-20	21	-7	4
O=C(Cc1ccc(Cl)cc1)Nc1ccc(-c2cc3ccccc3oc2=O)c(Cl)c1	1.3	-0.011	-17	0.9	-56	-15	0	-17	-4
CCN(C(=O)CSc1ncn[nH]1)C1CCCCC1	2.1	0.31	-6	0.1	7	-24[20 µM]	2	-6	2
CCc1ccccc1S(=O)(=O)Cc1ccc(C(=O)NCc2ccc3c(c2)OCO3)o1	0.6	-0.75	-10	2.9	-28	-7	-6	-1	-9
Cc1sc(NC(=S)NC(=O)C(C)(C)C)c(C(N)=O)c1C	-1.6	·	-1	-3.0	-8	-14[20 µM]	16	-4	0
Cc1nc2nc(CC(=O)O)[nH]n2c(=O)c1[N+](=O)[O-]	0.5	-0.012	-21	0.0	-3	-23	-1	-20	-2
Cc1ccc(NC(=O)c2c(Cl)nc3ccccn23)cc1	0.5	0.69	-5	-1.5	-16	-23	10	4	-2
O=C(COC(=O)/C=C/c1ccc(Cl)cc1Cl)NCCC1=CCCCC1	-0.3	0.54	-4	-0.3	6	-20	17	-7	-7
COc1ccc(NC2=CC(=O)CC(c3ccccc3)C2)c(OC)c1 (centres undefined)	-1.2	-0.13	-10	0.8	19	-10[20 µM]	4	-8	5

From PubChem BioAssay

Hits appear at their usual frequency. Share with any hit: about 3.6%.
